# Source: PubChem BioAssay
# HT1080NT lethal: qHTS for induction of synthetic lethality in tumor cells producing 2HG: qHTS for the HT-1080-NT fibrosarcoma cell line; HT-1080-NT fibrosarcoma viability, CellTiter-Glo ATP luminescence, 48 h; Potency, µM (series often up to 46.1 µM), inactives show at the highest dose activity, negative = less viability, hits mostly cytotoxic; 360,000 tested, 1.6% active; AID 686970, 2013;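 note: NT is the 2HG producing partner of a matched IDH1 knockdown line; potency is the fitted concentration of half-maximal effect; 0% = DMSO-treated cells and -100% = media-only wells without cells; nearly all actives have a fitted effect of over 55% in size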
#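 Viability by CellTiter-Glo luminescence after 48 h compound exposure at 37C of HT-1080-NT cells (750/well, RPMI, 5% FBS). % activity scaled between DMSO wells and medium-only wells, then curve-fitted and categorized by curve class.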
# IL-1B inflam inh: qHTS for Inhibitors of Inflammasome Signaling: IL-1-beta AlphaLISA Primary Screen; THP-1 LPS/ATP IL-1B secretion, AlphaLISA, 16 h; active compounds read low; activity change, % at 57.5 µM; 360,000 tested, 4.7% active; in the data active = activity change below about -50%; inconclusive = mostly about -30% to -49%; note: % is set by controls: 0 for no effect and ±100 for the full control effect
#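 Secreted IL-1B measured by AlphaLISA bead assay after 16 h compound exposure of THP-1 cells; compounds (final up to 57.5 uM) added 1 h before LPS (250 ng/mL) and ATP (1.25 mM) stimulation; lower signal means less secretion.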
# SW480 rerep: A quantitative high throughput screen for small molecules that induce DNA re-replication in SW480 colon adenocarcinoma cells; SW480 DNA re-replication, Hoechst DNA content imaging, 48 h; Potency, µM (series often up to 46.1 µM), without a hit: at the top dose re-replication activation, hits mostly activators; 340,000 tested, 1.8% active; note: potency is the fitted concentration of half-maximal effect; % of control where 0% means no effect; nearly all actives have a fitted effect of over 55% in size
#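 First, 250 cells per well were seeded. Next, compound or vehicle (23 nL) was pinned in, plates sat 48 hr at 37 C. Finally Hoechst was added for 40 min before fluorescence scanning.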
# WRN helicase inh: qHTS for Inhibitors of WRN Helicase; WRN helicase unwinding, fluorescent forked duplex, kinetic; Potency, µM (doses to about 114 µM), for the others: top-dose activity change, negative = inhibition, actives largely listed as inhibitors; 360,000 tested, 0.46% active; note: potency is the fitted concentration of half-maximal effect; % is set by controls: 0 for no effect and ±100 for the full control effect; nearly all actives have a fitted effect of over 55% in size
#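 Kinetic fluorescence helicase assay: unwinding of a quenched forked DNA duplex (100 nM final) with 2 mM ATP final raises red fluorescence (525/598 nm). Compounds sat 15 min at room temperature with 20 nM WRN beforehand.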
# KB-V1 cytotox: qHTS assay for MDR1-selective chemotherapeutics: Primary screen using the drug-selected MDR subline cells KB-V1. KB-V1 MDR cells viability, CellTiter-Glo, 72 h. Potency, µM (top dose mostly 46.1 µM), without a hit: top-dose activity change, negative = cytotoxicity, most hits filed as cytotoxic. 400,000 tested, 3.4% active; note: potency is the fitted concentration of half-maximal effect; % is set by controls: 0 for no effect and ±100 for the full control effect; nearly all actives have a fitted effect of over 60% in size
#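 Drug-selected KB-V1 cells, grown in DMEM lacking phenol red with 10% FBS, receive compound titrations; after three days at 37 degrees C, surviving cell ATP is quantified by CellTiter-Glo luminescence and responses normalized and curve-fitted.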
# HT1080 IDH1KD tx: qHTS for induction of synthetic lethality in tumor cells producing 2HG: qHTS for the HT-1080-IDH1KD cell line | HT-1080 IDH1 knockdown viability, ATP luminescence, 48 h | Potency, µM (series often up to 46.1 µM), without a hit: top-dose activity, negative = toxicity, hits mostly cytotoxic | 360,000 tested, 2% active | AID 686971, 2013;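 note: potency is the fitted concentration of half-maximal effect; 0% = DMSO wells and -100% = cell-free medium wells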
#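 Using the IDH1-knockdown HT-1080 line run in the same batch and compound series as the NT line, viability after 48 h at 37 °C was determined by CellTiter-Glo luminescence and expressed as % activity.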
# KB-3-1 tox: qHTS assay for MDR1-selective chemotherapeutics: Primary screen using the parental adenocarcinoma cell KB-3-1 | 400,000 tested, 1.4% active | KB-3-1 viability, CellTiter-Glo ATP luminescence, 72 h | Potency, µM (doses to about 46.1 µM), for inactives: at the highest dose activity change, negative = cytotoxic, hits mostly cytotoxic; note: potency is the fitted concentration of half-maximal effect; % is set by controls: 0 for no effect and ±100 for the full control effect; nearly all actives have a fitted effect of over 60% in size
#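 Using CellTiter-Glo luminescence, growth of non-resistant KB-3-1 adenocarcinoma cells is assessed 72 h after pin-tool compound addition at 37 °C. Normalized responses across the concentration series yield fitted curves.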
# ATXN2 expr inh: Primary qHTS for Inhibitors of ATXN expression | HEK-293 ATXN2-luciferase reporter, luminescence, 24 h | Potency, µM (titrated, usually from 57 µM), for inactives: top-dose activity change, negative = inhibition, actives largely listed as inhibitors | 360,000 tested, 0.72% active | AID 1745845, 2022; note: potency is the fitted concentration of half-maximal effect; % is set by controls: 0 for no effect and ±100 for the full control effect; nearly all actives have a fitted effect of over 55% in size
#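 qHTS (up to 57 uM final) was run with 24 h compound exposure of reporter cells at 37 °C. Each well was multiplexed: SteadyGlo luminescence measured ATXN2-luciferase expression after a fluorogenic Gly-Phe-AFC viability readout (25 uM final).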
# MCF10A rerep: A quantitative high throughput screen for small molecules that induce DNA re-replication in MCF 10a normal breast cells; MCF 10A DNA re-replication, Hoechst nuclear intensity, 48 h; AID 624296, 2012; Potency, µM (top dose mostly 46.1 µM), for the others: top-dose activity, positive = re-replication, usual class: activators; 350,000 tested, 2.9% active; note: potency is the fitted concentration of half-maximal effect; % of control where 0% means no effect; nearly all actives have a fitted effect of over 50% in size
# * = called active by the depositor; ? = inconclusive; . = not tested or not shown; [ ] = remark or other dose. Unless noted, calls come from the whole dose curve; as a rule, active = well fitted curve in the direction sought with a large enough effect; inconclusive = small, poorly fitted or top-dose-only effect, or another doubt; inactive = no such curve, though single readings can be large; an effect the other way counts as inactive or inconclusive.
Compound | HT1080NT lethal | IL-1B inflam inh | SW480 rerep | WRN helicase inh | KB-V1 cytotox | HT1080 IDH1KD tx | KB-3-1 tox | ATXN2 expr inh | MCF10A rerep
Cc1ccc2sc(-c3ccc(NC(=O)/C=C\C(=O)O)cc3)nc2c1 | 2.3% | ? | ? | -24.2% | 2.8% | -0.8% | 0.0% | 37.0%[activator] | 23.1µM*
Cc1ccc2[nH]c(=O)c3cc(C(=O)N(C)Cc4ccco4)sc3c2c1 | -24.9% | -6.9 | -3.9% | 2.2% | ? | -20.8% | ? | 6.2% | 11.3%
CCn1c(SCC(=O)c2cc(C)ccc2C)nc2cc(S(=O)(=O)N3CCOCC3)ccc21 | -6.5% | 11.4 | 12.3% | -5.5% | ? | -0.5% | -3.0% | -12.3% | 15.3%
O=C(NCCc1ccccc1)C1CCN(S(=O)(=O)c2ccccc2)CC1 | 4.7% | 5.1 | 0.9% | -4.3% | -23.1% | -0.8% | 17.0% | 3.0% | 8.0%
COc1cc(OC)c(C=CC(=O)c2ccccc2O)c(OC)c1 | -10.8% | -59.0* | ? | -29.1% | -14.1% | ? | ? | 30.2% | 10.8%
COc1cc2c(cc1OC)C(c1cc(OC)c(OC)c(OC)c1)NCC2 (configuration not stated) | 6.2% | -12.7 | -2.8% | 1.8% | 6.9% | 2.4% | -7.4% | -2.9% | 4.2%
CC(C)c1ccc(/C=N/NC(=O)c2ccccc2Cl)cc1 | 7.31µM* | -4.4 | 13µM* | -1.4% | 4.61µM* | 6.51µM* | 14.6µM* | -15.5% | 5.8µM*
Cc1ccc(Cc2c(C(C)(C)C)nc3cc(C)c(Br)c(C)n23)cc1 | -1.5% | 76.8 | . | -3.9% | -0.7% | -5.8% | 0.1% | 39.6%[activator] | .
COc1ccc(S(=O)(=O)N2CCCCC2)cc1NC(=O)CCCOc1ccc(C)cc1 | 0.0% | 2.7 | 7.1% | -23.4% | . | -3.0% | . | -15.7% | ?
Cc1ccc(NC(=O)C2(S(=O)(=O)c3ccc(Cl)cc3)CC2)c(Br)c1 | -0.2% | -3.5 | 12.9% | -0.9% | ? | -4.2% | -22.3% | 8.3% | 15.3%
O=C(CN1C(=O)CCSc2ccccc21)NC1CCCCC1 | -1.6% | 0.8 | ? | 5.4% | -22.8% | 1.8% | 4.8% | . | ?
CC(=O)N=Cc1c(C)c(C#N)c(=O)n(C)c1O | -0.1% | 9.1 | 8.4% | 9.5% | 5.2% | -0.2% | -2.8% | . | 12.1%
O=C(c1coc2ccc(O)cc12)C1CC1 | 12.4% | -4.4 | 1.1% | 3.7% | 15.0% | 7.8% | 6.1% | 16.6% | -1.5%
COC(=O)C1=C(C)N(CC2CCCO2)C(=O)/C1=C\c1ccc(O)cc1 (configuration not stated) | -6.8% | -0.9 | 1.4% | -0.7% | ? | -9.6% | -22.1% | 9.6% | ?
COc1ccc(NC(=S)N(CCCN2CCOCC2)Cc2ccco2)cc1 | 15.2% | 24.5 | 3.2% | 4.1% | ? | 5.3% | -5.6% | . | 14.9%
CC(=O)c1ccc(COC(=O)c2cc3ccccc3oc2=O)cc1 | 0.2% | -3.1 | ? | -5.4% | 0.2% | 6.5% | -7.7% | 21.1% | -1.1%
O=C(c1ccco1)N1CCN(CC(=O)N(C2CCCCC2)C2CCS(=O)(=O)C2)CC1 (configuration not stated) | 17.7% | -26.2 | -1.0% | 4.8% | 24.7% | 15.4% | 0.1% | 0.5% | 0.6%
Cc1ccc2c(C)c(C(=O)N(C)C(C)c3ccncn3)oc2c1C (configuration not stated) | 0.8% | 0.2 | -5.5% | 0.8% | 15.5% | -12.4% | 7.5% | 20.1% | 2.7%
O=c1cc(CN2CCOCC2)c2cc(Cl)ccc2o1 | 6.1% | -13.0 | -18.0% | 7.2% | 18.4% | 5.2% | 13.1% | 24.4% | -4.5%
CC(C)(CNC(=O)C1CCCC1)CNC(=O)C1CCCC1 | 12.8% | 36.5 | -1.4% | 1.4% | -17.1% | 1.5% | 0.3% | -2.1% | 5.3%
O=C1N(Cc2cccnc2)C[C@@H]2C[C@@H](c3cccc(OCc4ccccc4)c3)N3CCC[C@@]123 | -13.4% | -10.1 | -0.3% | 5.1% | ? | -8.4% | -17.1% | . | 16.8%
Cc1ccc(C(=O)N/C(=C/c2ccccc2)C(=O)NCc2ccncc2)cc1 | 0.7% | -1.6 | 2.0% | 0.2% | 13.8% | 0.8% | -1.3% | -8.5% | 4.2%
CN1C=CC(=O)[C@@H](OC(=O)Nc2ccc(Br)cc2)[C@H]1c1ccccc1Br | -20.8% | -6.7 | ? | -10.3% | -14.6% | -18.7% | -7.6% | 4.0% | 13.3%
Cc1cc(C(=O)N/N=C/c2ccc(-c3ccc(C)c(Cl)c3)o2)n[nH]1 | 14.2% | 1.5 | -7.5% | ? | ? | 11.7% | -21.6% | -30.0% | 9.2%
O=C(NCCc1ccccc1)C1CCN(S(=O)(=O)N2CCCCC2)CC1 | 7.6% | 24.0 | 3.5% | -2.3% | 21.4% | 11.5% | 13.7% | 4.2% | 3.0%

# Some of these compounds in order of the WRN helicase inh value, largest number first:
structure	IL-1B inflam inh	WRN helicase inh
O=C(CN1C(=O)CCSc2ccccc21)NC1CCCCC1	0.8	5.4%
CC(C)c1ccc(/C=N/NC(=O)c2ccccc2Cl)cc1	-4.4	-1.4%
O=C(NCCc1ccccc1)C1CCN(S(=O)(=O)c2ccccc2)CC1	5.1	-4.3%

# The list goes on.
Compound | HT1080NT lethal | IL-1B inflam inh | SW480 rerep | WRN helicase inh | KB-V1 cytotox | HT1080 IDH1KD tx | KB-3-1 tox | ATXN2 expr inh | MCF10A rerep
CCCC(C)c1nnc(NC(=O)C2CCCO2)s1 (configuration not stated) | 4.5% | 15.3 | 20.6µM* | -6.5% | 4.2% | 8.8% | 12.4% | 34.3% | 5.17µM*
COc1cccc(-c2cc(C(=O)Nc3cccc(O)c3)no2)c1 | -13.1% | -29.2 | -3.3% | -17.7% | ? | -25.1% | 31.0% | -10.2% | -4.1%
CC(=O)NC(CCCN1C(=O)c2ccccc2C1=O)c1nnn(C)n1 (configuration not stated) | 17.0% | 19.0 | -0.7% | -16.3%[57.1 µM] | ? | 15.9% | 8.5% | -0.2% | -14.8%
COc1ccc(C2Nc3ccccc3C(=O)N2NS(=O)(=O)c2ccc(C)cc2)c(OC)c1 (configuration not stated) | 4.0% | 8.2 | -8.3% | -6.0% | 7.2% | 1.5% | ? | 10.3% | -15.5%
O=C(COC(=O)c1ccc2ncsc2c1)NCc1ccc(F)cc1 | -1.2% | -2.7 | 1.2% | 1.8% | -8.3% | 1.9% | 0.4% | . | -0.6%
O=C1NC[C@@H](CCCCN2C[C@H](Cc3ccc(O)cc3)N(CCc3ccccc3)C(=O)C2=O)N(CCc2ccccc2)C1=O | -2.0% | -26.6 | . | -2.4% | -1.5% | 1.3% | 27.2% | 11.1% | .
CCOC(=O)c1c(C)[nH]c(C(=O)COC(=O)CCC2CCCC2)c1C | 13.2% | 2.5 | -7.2% | -9.1% | ? | 6.3% | -4.8% | -4.5% | 1.0%
COc1cc(C(=O)NC2CC3CCCC(C2)N3C2CC2)cc(OC)c1OC (configuration not stated) | 18.5% | 0.3 | -4.5% | 7.8% | -5.0% | 25.1% | 5.1% | -3.9% | -4.9%
Cc1ccc(CC(=O)N2CCN(c3ccc([N+](=O)[O-])cc3)CC2)cc1 | -23.9% | . | -5.4% | 2.6% | ? | ? | 0.0% | -29.2% | 10.6%
O=C1CC(N2CCN(c3ccc(O)cc3)CC2)C(=O)N1Cc1cccs1 (configuration not stated) | ? | 12.7 | 1.2% | -3.9% | 17.9% | ? | 7.5% | -18.5% | 4.6%
Cc1ccc(C(=O)c2nc3c(n2O)CCCC3)cc1 | ? | -8.1 | 1.0% | -18.7%[57.1 µM] | -11.4% | 26.4% | -0.2% | 14.5% | 0.6%
CCOC(=O)CCNCc1ccc(OC)c(OC)c1 | 12.3% | -5.4 | -0.3% | 4.3% | 3.6% | 8.8% | 3.2% | 3.5% | -1.2%
NS(=O)(=O)c1cccc(NC(=O)CCSc2ccccc2Cl)c1 | 2.6% | 0.0 | 101.1% | -9.1% | ? | 12.1% | 7.1% | 51.6%[activator] | ?
CCc1ccc(N(CC(=O)NCc2ccco2)C(=O)CCC(=O)Nc2ccccn2)cc1 | -6.8% | -18.1 | -10.0% | 0.0%[57.1 µM] | -8.3% | 1.1% | 11.2% | -5.0% | 1.3%
CC1CCN(S(=O)(=O)c2ccc(NC(=O)Cn3nnc(-c4ccccc4)n3)cc2)CC1 | ? | -3.2 | 10.0% | -14.4% | 14.6µM* | ? | ? | -33.1% | ?
COc1cc2c(c(OC)c1OC)-c1ccc(OC)c(=O)cc1[C@@H](N(C)CC#CCO)CC2 | 0.0073µM* | 47.6 | ? | 8.9% | ? | 0.164µM* | 0.0517µM* | -11.4% | ?
O=C(c1ccc2c(c1)OCO2)N1CCCC(c2ccccc2)C1 (configuration not stated) | 7.8% | -10.6 | 11.2% | -4.3% | ? | -0.9% | 8.5% | 10.4% | 10.7%
O=C1C=C(NCCN2CCOCC2)CC(c2ccccc2)C1 (configuration not stated) | 0.0% | 17.4 | -2.4% | -0.3% | 4.4% | 4.4% | 8.5% | 5.6% | -7.0%
